Screening results as filed in PubChem.
m5-HT2A agonist – agonists of mouse serotonin 5-HT2A receptor (HTR2A); P35363; CHO-K1 mHTR2A beta-arrestin complementation, luminescence; percent of 30 µM serotonin response; activation, % at 7.6 µM; 360,000 compounds, 0.66% hits; AID 624169;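 active = activation above a run cutoff, the mean activation of all tested compounds plus 3 SD, cut at about 14% in these data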;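 also: 0% = plate median of compound wells and 100% = 30 µM serotonin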
Cardio protect – modulators protecting cardiomyocytes from myocardial damage | H9c2 cardiomyocytes, H2O2 injury protection, ATPLite, 2 h | protection from H2O2 cell death, % at 20 µM | 360,000 compounds, 0.63% hits | AID 588492;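 active = compounds giving at least 50% protection of heart cells from peroxide-induced death in the single-dose screen, raw or plate-pattern-corrected value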;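 also: 0% = DMSO wells with peroxide and 100% = DMSO wells without peroxide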
Glyco luc inh – N-linked glycosylation inhibition | D54 ERlucT glycosylation luciferase reporter, 24 h; percent of 100 nM tunicamycin response | reporter increase, % at 12.5 µM | 360,000 compounds, 0.23% hits;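 active = mean luciferase reporter signal, scaled so untreated is 0 and the glycosylation-blocking control 100, at or above a set limit in every replicate; inconclusive = mean reaches the limit but not every replicate does; inactive = mean below the limit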;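 also: luciferase carries N-glycosylation sites so blocking glycosylation raises the light; 0% = median of neutral control wells and 100% = median of 100 nM tunicamycin wells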
aDG glyco up – increases alpha dystroglycan glycosylation. Pro5-aDG cells, alpha-DG glycosylation AlphaScreen (IIH6); 0% Pro5, 100% B10-LARGE cell signal. activation, % at 10 µM. 360,000 compounds, 0.22% hits. AID 624168;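 active = activation of at least 8% versus controls, or a plate z-score of at least 8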;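 also: Pro5 are CHO cells carrying HIG-tagged alpha-DG that lacks glycosylation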
ABCB6 inh MLPCN – blocks the human ABCB6 transporter. AID 602162. fluorescence ratio to DMSO, % at 10 µM. 360,000 compounds, 0.19% hits. Q9NP58. K562-ABCB6 porphyrin accumulation, flow cytometry, 1 h; active compounds read low;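 active = fluorescence ratio to DMSO below 75%, the collection mean minus 3 SD; inconclusive = too few cells collected in the well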;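 also: signal is porphyrin accumulated inside mitochondria; 100% equals median channel fluorescence of DMSO control wells; lower ratio means ABCB6 inhibition with less porphyrin fluorescence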
MC4R ag barr – human MC4R agonism via beta-arrestin; 360,000 compounds, 0.98% hits; U2OS MC4R beta-arrestin complementation, luminescence; percent of melanotan II response, DMSO zero; activation, % at 8.9 µM;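 active = activation above a per-plate cutoff, the mean activation of sample wells on that plate plus 3 SD, cut at about 8% in these data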
Target sequence (P32245 whole entry, looked up): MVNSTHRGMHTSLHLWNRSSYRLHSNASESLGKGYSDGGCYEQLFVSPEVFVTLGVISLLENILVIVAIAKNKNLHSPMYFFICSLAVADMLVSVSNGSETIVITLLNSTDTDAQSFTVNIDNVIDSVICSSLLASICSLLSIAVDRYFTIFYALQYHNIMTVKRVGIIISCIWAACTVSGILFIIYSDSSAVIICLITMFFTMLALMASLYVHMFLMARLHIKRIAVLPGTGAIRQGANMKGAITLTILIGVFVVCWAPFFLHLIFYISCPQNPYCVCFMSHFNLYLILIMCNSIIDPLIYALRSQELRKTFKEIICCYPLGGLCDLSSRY
PDI turbidity – inhibitors of human protein disulfide isomerase | inhibition, % at 10 µM | PDI insulin aggregation turbidity, A650, 90 min | P07237 | 350,000 compounds, 0.052% hits;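 active = mean inhibition across replicates of 30% or more, whatever share of single replicates reach that level; inconclusive = mean inhibition below 30% while every single replicate reaches 30%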;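 also: absorbance from insulin aggregation driven by PDI reduction with DTT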
Target sequence (P07237 whole entry, looked up): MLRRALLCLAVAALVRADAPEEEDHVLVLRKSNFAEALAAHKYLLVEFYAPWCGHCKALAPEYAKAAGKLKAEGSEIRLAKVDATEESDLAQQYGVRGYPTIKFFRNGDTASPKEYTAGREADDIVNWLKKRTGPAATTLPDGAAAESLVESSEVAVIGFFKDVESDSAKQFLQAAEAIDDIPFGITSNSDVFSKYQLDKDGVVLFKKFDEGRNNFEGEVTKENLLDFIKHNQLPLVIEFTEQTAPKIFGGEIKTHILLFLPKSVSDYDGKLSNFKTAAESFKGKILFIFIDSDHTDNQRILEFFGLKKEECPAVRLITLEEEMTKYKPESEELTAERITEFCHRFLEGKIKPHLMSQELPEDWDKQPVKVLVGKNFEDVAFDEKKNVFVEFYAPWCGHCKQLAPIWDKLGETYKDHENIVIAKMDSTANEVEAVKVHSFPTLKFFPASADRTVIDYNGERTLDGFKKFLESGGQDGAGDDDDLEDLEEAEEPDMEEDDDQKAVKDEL
MC4R antag cAMP – human MC4R antagonism in cAMP assay; P32245; MC4R-expressing cells, MTII-stimulated cAMP, LANCE TR-FRET; inhibition, % at 6.5 µM; 360,000 compounds, 0.48% hits; AID 540295;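 active = inhibition above its plate's cutoff, the mean of tested wells on that plate plus 3 SD, cut at about 29% in these data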;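 also: 0% = Melanotan II alone and 100% = Melanotan II plus saturating MCL0020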
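Test system: U2OS cells stably expressing human melanocortin 4 receptor (MC4R); also added: Melanotan II challenge; compound: 6.5 µM single dose; timing: 30-min compound preincubation, 1-h Melanotan II challenge, 1-h detection, room temperature; signal: Eu-cAMP/anti-cAMP TR-FRET, emission 671 nm; repeats: one well per compound, no replicates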
CaV13 FRET inh – Primary screen for inhibitors of IQ motif and Ca2+-dependent inactivation inhibitor domain binding in CACNA1D, Förster resonance energy transfer in living cells, …. HEK cells, CFP/YFP FRET ICDI-IQ, plate reader, 10 min; percent FRET-ratio fall versus neutral wells. inhibition, % at 12.3 µM. 340,000 compounds, 0.098% hits. AID 743397;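 active = mean replicate inhibition of at least 30% and at least 1% of replicates passing that level; inconclusive = only one of the two criteria is met; inactive = neither criterion is met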;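 also: 0% = median of the neutral control wells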
Vif inh – blocks HIV Vif function; 340,000 compounds, 0.35% hits; AID 602346; HEK293T cells, Vif self-association by quenched fluorescence, imaging, 24 h; inhibition, % at 7.49 µM; in the data active = inhibition above about 50%, passing the limit was not always enough; inconclusive = no clear call, values can overlap the other calls; inactive = below about 31%; also: some results filed as inactive read as strong as hits
Numbers without * were called inactive; u = inconclusive; x = no result given. This is a random part of the collection; overall some 3.6% were active at least once.

SMILES	m5-HT2A agonist	Cardio protect	Glyco luc inh	aDG glyco up	ABCB6 inh MLPCN	MC4R ag barr	PDI turbidity	MC4R antag cAMP	CaV13 FRET inh	Vif inh
CCn1c(CNC(=O)COc2ccc(C(C)C)cc2)nnc1SCC(=O)Nc1ccc(F)cc1	-1	-9	-3	0.2	98	3.4	3	8	x	-3
Cc1[nH]n(-c2ccccc2)c(=O)c1N=Nc1cccc([N+](=O)[O-])c1	2	-3	3	0.1	93	1.5	7	15	-4	-5
CC(=O)N1Cc2ccccc2C(C)CC12CCCC2 (stereo not drawn)	1	-7	2	0.1	95	0.9	-20	-9	-1	-4
COc1ccc(Cl)cc1NC(=O)NCCN1CCNC1=O	-5	8	4	-0.1	92	2.7	1	6	1	-2
CCCn1c(-c2cccs2)nc2ccccc21	-2	-16	-1	-0.1	93	-2.4	7	-6	-1	x
CCc1nc2ccc(Cc3ccc4nc(CC)[nH]c4c3)cc2[nH]1	-5	-8	-5	0.0	97	3.5	-1	5	-1	-12
CCCCN(CC)Cc1ccc(CNC(=O)Nc2ccccc2)o1	-8	-1	-1	0.3	92	-1.3	5	4	-7	-15
CNc1cc(CSC)nc(SCc2ccc(Cl)c(Cl)c2)n1	4	-6	-8	0.3	91	2.1	2	-27	x	-5
CCN(CC)S(=O)(=O)c1ccc2[nH]c(=O)cc(C(=O)Nc3ccccc3N3CCCC3)c2c1	5	4	-2	0.4	93	-1.7	6	12	-10	-4
COc1ccc(C)cc1S(=O)(=O)N(CC(=O)N1CCOCC1)Cc1ccccc1	-2	-15	0	0.1	102	-0.3	1	14	-16	x
Cc1ccccc1CN1C[C@@H]2C[C@@H](c3cnc(N4CCOCC4)s3)N3CCC[C@@]23C1=O	-1	-1	2	-0.1	101	-3.4	-7	2	-12	1
CCc1ccc(NC(=O)C(=O)c2cn(CC(=O)N3CCCCC3)c3ccccc23)cc1	-3	-2	2	0.1	86	1.3	-2	1	-4	-8
O=C1C=C(c2ccc(O)cc2)C[C@@H](c2ccc3c(c2)OCO3)C1	4	-10	-2	0.1	104	0.3	-2	6	9	-3
[S-]C(=Nc1ccc(Cl)cc1)N[n+]1ccccc1	0	-8	2	0.1	100	-3.6	11	-3	-3	4
O=C(Cn1cc(SCc2ccc(F)cc2)c2ccccc21)N1CCOCC1	-4	-4	0	-0.3	94	-0.8	7	8	-5	-2
CCOC(=O)CN1C(=O)/C(=C/c2ccc(Cl)cc2)Oc2ccccc21	1	-4	0	0.0	98	-1.2	10	11	-19	16
NNC(=S)NCc1cccnc1	1	3	0	2.9	104	-2.1	9	10	-5	3
Cc1ccc(S(=O)(=O)NNC(=O)Nc2ccc(C)c(C)c2)c(C)c1	-3	-2	5	0.1	107	-1.6	1	5	-3	4
COC(=O)c1ccc(NS(=O)(=O)N(C)C)cc1	0	-1	1	-0.1	96	-1.6	-1	-3	-5	7
O=C(N=C1SCC(=O)N1c1ccccc1Cl)c1ccco1	0	-4	-4	0.0	107	-2.8	-4	11	-7	x
Cn1cncc1C#Cc1ccc2c(=O)c3ccccc3oc2c1	4	4	7	0.2	93	0.5	-5	-3	-5	2
COC(=O)c1c(NC(=O)C2CC2)sc2c1CCCC2	0	1	-2	0.0	102	0.0	0	3	-6	-10
O=C(Nc1ccccc1N1CCCCC1)c1ccc(OC(F)F)cc1	-3	-13	-6	0.1	100	1.5	0	7	-4	-6
CCN(CC(=O)NCc1ccc(Cl)cc1)C(=O)/C=C/c1ccco1	4	3	-1	0.1	100	-1.5	-4	-8	-6	-7
Cc1noc(C)c1NC(=O)N(C)C[C@@H]1Oc2ncc(Br)cc2C(=O)N([C@H](C)CO)C[C@@H]1C	2	-6	2	-0.2	101	-0.2	0	8	-7	x
CCN1CCN(C(=O)CNC(=O)c2nn(-c3ccc(OC)cc3)c(=O)c3ccccc23)CC1	-3	0	-4	0.0	99	-1.2	14	-1	-1	22
COc1ccc(C(CNC(=O)c2cccc(S(=O)(=O)N3CCc4ccccc43)c2)N(C)C)cc1 (stereo not drawn)	-5	16	-1	1.2	93	-1.9	3	2	-5	-18
COC(=O)c1ccc(Cn2c(C)c(C(=O)NCc3cccc(C(F)(F)F)c3)sc2=O)o1	-5	8	-1	0.1	100	1.4	0	-2	7	-6
Cc1cccc(/C=N/n2c(-c3ccccc3)n[nH]c2=S)c1O	2	8	-1	0.0	102	-0.8	0	2	-10	5
CC1Cc2ccccc2N1C(=O)COC(=O)c1ccco1 (stereo not drawn)	3	0	-2	-0.1	93	0.3	14	2	-14	10
CCOc1ccccc1NC(=O)CCNC(=O)N1CC(=O)Nc2ccccc21	-1	7	2	-0.1	95	-0.5	-1	4	-13	x
CCC(C)(C)C1CCC2(CC1)NC(=O)N(CC(=O)N(C)CCOc1ccc(Cl)cc1)C2=O (stereo not drawn)	5	-2	-3	0.6	94	0.1	2	2	-7	9
CCOc1ccc(-n2cnnn2)cc1S(=O)(=O)N1CCCCC1	2	-2	0	0.1	99	-0.5	-5	11	-5	0
CC(C)c1ccc(CN2CC(C(=O)Nc3ccccc3)CC2=O)cc1 (stereo not drawn)	-3	1	3	0.1	97	-3.4	-1	-3	0	-19
CC(=O)Nc1ccc(NC(=O)CSc2nnc(-c3cc4ccccc4o3)n2C)cc1	2	7	0	0.2	100	-1.0	-9	8	-2	4
COc1c(/C=N/NC(=O)c2ccncc2)c(CCN(C)C(C)=O)cc2c1OCO2	1	-6	1	-0.1	101	2.1	0	1	-3	6
O=[N+]([O-])c1cc(-c2csc(NCCc3nc4cc(C(F)(F)F)ccc4n3CCCO)n2)ccc1Cl	-4	-12	6	-0.2	89	-1.2	1	15	-6	-4
Nc1nccnc1C(=O)OCC(=O)Nc1cccc(S(=O)(=O)N2CCCCC2)c1	1	6	1	-0.2	96	-1.1	2	-1	-18	-3
CC(C)(O)C#Cc1ccc(CN2CCN(Cc3ccsc3)C(CCO)C2)cc1 (stereo not drawn)	2	2	-2	0.2	95	-1.1	5	6	-4	3
CCC(CC)c1nc2ccccc2c(=O)[nH]1	-6	-5	2	-0.3	98	0.5	4	24	-4	10
O=C(CSc1ccccc1[N+](=O)[O-])NC1CCS(=O)(=O)C1 (stereo not drawn)	2	10	1	-0.2	93	-0.7	7	6	-6	0
CCCn1c2ccccc2c2nnc(SCC(=O)OC)nc21	1	12	1	-0.4	92	-1.7	8	-21	-4	-3
C[n+]1cn(Cc2ccc(C#N)cc2)c2ccccc21	-4	1	2	0.0	98	-1.1	0	20	-21	1
Cc1cnc(C(=O)OCC(=O)NC(C)C)cn1	-1	5	4	0.0	100	-1.9	0	8	-5	-9
Cc1nc2c(ccc3nc(NC(=O)C(c4ccccc4)c4ccccc4)sc32)s1	-4	-7	-11	-0.3	96	2.2	-13	0	-7	-17
O=C(O)COc1ccc(/C=N/n2cnc3scc(-c4cccs4)c3c2=O)cc1	3	-1	-1	0.2	96	-4.1	16	5	-18	13
Cn1c(N)c(C(=O)COC(=O)C23CC4CC(CC(C4)C2)C3)c(=O)n(C)c1=O	7	-1	0	-0.3	x	4.9	6	8	x	10
CCOc1ccc(Br)cc1S(=O)(=O)Nc1ccccc1N1CCOCC1	-3	3	-5	0.0	87	1.3	6	2	x	-10
C=CCC1(CC=C)CCCN1C(=O)C1CCC(=O)N(CCc2ccc(Cl)cc2)C1 (stereo not drawn)	-4	-3	-1	0.5	109	-0.7	0	2	-3	1
CCN(CC)CC(O)CN1c2ccccc2Sc2ccccc21 (stereo not drawn)	-12	1	0	0.1	101	-0.1	8	-1	-3	2
COc1cc(CCC(=O)OCC(=O)Nc2ccc(F)cc2F)cc(OC)c1OC	-2	-4	2	0.0	91	-2.3	11	9	-5	-8
COc1ccccc1CN(C)C(=O)c1ccc(COc2ccccc2)cc1	1	-4	2	0.2	95	1.0	0	31*	-4	3
O=C(CNC(=O)c1ccccc1F)NCc1ccncc1	2	-2	2	5.9*	99	0.3	7	11	-6	2
CCCn1c(=O)[nH]c(=O)c2c1nc(-c1ccc(OC(F)F)c(OC)c1)n2CCOC	5	15	2	0.1	96	-1.3	-16	8	-4	x
C(=C\CSc1ncn[nH]1)/CSc1ncn[nH]1	1	10	0	-0.2	97	0.6	0	18	-9	0
O=C(NCCc1ccccc1)C1CCN(S(=O)(=O)c2ccc(-c3nn[nH]n3)cc2)CC1	1	-4	3	0.0	99	-1.4	-5	0	-5	8
CCOc1ccc(/C=C/C(=O)c2ccccc2)cc1OC	0	7	26*	0.2	90	-2.2	2	5	-3	3
Cc1ccc(S(=O)(=O)N2C[C@H]3n4c(=O)ccc(=O)n4C[C@H](OC(=O)Nc4cccs4)[C@@]3(O)C2)cc1	4	-7	-1	-0.1	95	0.8	-3	4	-6	0
Cc1c(Cl)cccc1NC(=S)Nc1ccc(S(=O)(=O)Nc2ncccn2)cc1	2	-3	0	-0.2	92	-1.6	12	7	-3	2
Cc1ccc(-n2c(=O)cc(N3CCN(C(=O)c4ccco4)CC3)[nH]c2=O)cc1	12	0	3	0.0	97	-2.2	14	5	-7	5
Later entries.
SMILES	m5-HT2A agonist	Cardio protect	Glyco luc inh	aDG glyco up	ABCB6 inh MLPCN	MC4R ag barr	PDI turbidity	MC4R antag cAMP	CaV13 FRET inh	Vif inh
O=Nc1c2cc(-c3ccccc3)[nH]nc-2c2ccccc12	-2	-29	-18	-0.2	92	3.8	-7	-20	24	-12
COc1ccc(NC(=O)Cn2cnc3sc(C)c(S(=O)(=O)N4CCOCC4)c3c2=O)cc1Cl	-8	0	5	0.0	106	-2.3	-4	12	-7	-12
CCOc1cccc(C(=O)Nc2ccc(N3CCN(S(C)(=O)=O)CC3)cc2)c1	7	-11	0	0.1	114	3.4	-3	7	x	-17
CCN(CC)c1ccc(/C=N/n2nnnc2N)c(O)c1	-1	-3	u	-0.2	113	-1.6	-33	0	-3	7
Cn1cnc([N+](=O)[O-])c1S(=O)(=O)Nc1ccccc1	4	-4	2	1.7	110	-0.7	13	-1	-6	23
CCCOc1c(OC)cc(Cl)cc1C1NC(=O)NC(C)=C1C(=O)NCc1ccccc1 (stereo not drawn)	0	7	0	-0.3	100	0.4	14	17	-9	1
CCN1CCN(C(=S)NCCc2ccccc2)CC1	2	-8	-2	0.2	96	-0.6	-3	-2	-4	-1
COc1ccc2[nH]c3c(c2c1)CCN1C(=O)C(CC(=O)NCc2ccco2)C[C@H](C(=O)N2CCOCC2)[C@@]31CCC1CCCC1 (stereo partly drawn)	-2	-7	-4	-0.2	93	2.0	7	5	-8	-12
O=C(Nc1ccc(C(=O)N2CCCCC2)cc1)c1ccc(Br)cc1	6	-2	1	0.2	99	0.2	-3	14	-7	-4
Clc1cccc(OCCn2ccnc2)c1	3	1	0	0.0	98	-0.6	-3	1	-19	-4
